# KLK7 zymogen act – activates the human kallikrein-7 zymogen | purified proKLK7, EDANS-DABCYL substrate fluorescence; 100% is mature enzyme control, 0% vehicle | activation, % at 7 µM | 0.9% of 370,000 active;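 active = activation above the mean of all tested compounds plus 3 SD, computed per campaign excluding outliers beyond control limits, cut at about 13% in these data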
# DDE Tn6 FP inh – inhibitors of Tn6 peptide binding to human fibrin DD(E); inhibition, % at 8.3 µM; Fibrin DD(E) TRITC-Tn6 fluorescence polarization displacement; AID 720509; 0.21% of 370,000 active;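 active = inhibition above a per-campaign cutoff: mean of compounds within control limits plus 3 SD, cut at about 15% in these data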;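 note: 0% = median of all compound wells on the plate and 100% = blocking peptide control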
# ADAM10 inh – inhibitors of human ADAM10; inhibition, % at 7 µM; recombinant ADAM10, EDANS/DABCYL FRET peptide cleavage, 3 h; 0.62% of 370,000 active; AID 720582; O14672;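 active = inhibition above a per-campaign cutoff equal to the mean of compounds falling between control-based bounds plus 3 SD, cut at about 20% in these data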;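 note: 0% = DMSO wells while the 100% control is not disclosed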
# Target sequence (O14672 214-748 limits assumed): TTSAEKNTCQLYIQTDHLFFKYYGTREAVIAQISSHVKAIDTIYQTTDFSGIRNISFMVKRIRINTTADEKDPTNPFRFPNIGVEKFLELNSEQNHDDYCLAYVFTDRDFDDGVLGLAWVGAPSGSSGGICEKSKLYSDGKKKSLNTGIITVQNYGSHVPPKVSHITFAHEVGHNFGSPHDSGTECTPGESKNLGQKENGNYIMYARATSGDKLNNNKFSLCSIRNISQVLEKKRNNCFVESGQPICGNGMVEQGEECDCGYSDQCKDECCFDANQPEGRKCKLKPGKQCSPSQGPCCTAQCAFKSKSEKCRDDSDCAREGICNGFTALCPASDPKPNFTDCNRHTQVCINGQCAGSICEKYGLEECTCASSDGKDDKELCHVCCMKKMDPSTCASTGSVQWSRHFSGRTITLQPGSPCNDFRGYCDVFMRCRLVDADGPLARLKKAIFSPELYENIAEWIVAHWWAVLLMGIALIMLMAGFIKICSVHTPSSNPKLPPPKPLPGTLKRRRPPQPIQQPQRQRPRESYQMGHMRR
# HGIII-sPLA2 inh – Blocks human group III sPLA2 activity; 0.56% of 370,000 active; inhibition, % at 12.2 µM; QFRET BODIPY PC-A2 liposome hydrolysis, fluorescence;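 active = inhibition above mean plus 3 SD of compounds lying within the high and low control bounds, cut at about 19% in these data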;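 note: 0% = median of test compound wells and 100% = no enzyme DMSO wells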
# rCAG binder – r(CAG) repeat RNA binding; inhibition, % at 3 µM; 1.3% of 370,000 active; AID 651821; TO-PRO-1 dye displacement fluorescence;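 active = inhibition above the plate cutoff, the mean of all test compounds on that plate plus 3 SD, cut at about 35% in these data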;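 note: 0% = DMSO alone and 100% = 100 µM mitoxantrone as full dye displacement; higher means more dye released from RNA so lower well fluorescence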
# FXN GAA850 act – frataxin GAA850 promoter activation | activation, % at 6 µM | HEK293 lucGAA850 FXN promoter luciferase reporter, 24 h; percent of 10 µM SAHA response | 0.56% of 360,000 active;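 active = activation above the average of all compounds screened plus 3 SD, cutoff fixed separately per campaign, cut at about 7.5% in these data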;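 note: 0% = DMSO wells and 100% = 10 µM SAHA wells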
# ASAP1 GAP inh – blocks human ASAP1-stimulated Arf1 GTP hydrolysis; Q9ULH1; GDP FP detection; inhibition, % at 16.5 µM; 0.19% of 360,000 active; AID 624377; in the data active = inhibition above about 25%;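 note: 0% = vehicle with enzyme and substrate and 100% = no enzyme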
# Target sequence (Q9ULH1 325-724 limits assumed): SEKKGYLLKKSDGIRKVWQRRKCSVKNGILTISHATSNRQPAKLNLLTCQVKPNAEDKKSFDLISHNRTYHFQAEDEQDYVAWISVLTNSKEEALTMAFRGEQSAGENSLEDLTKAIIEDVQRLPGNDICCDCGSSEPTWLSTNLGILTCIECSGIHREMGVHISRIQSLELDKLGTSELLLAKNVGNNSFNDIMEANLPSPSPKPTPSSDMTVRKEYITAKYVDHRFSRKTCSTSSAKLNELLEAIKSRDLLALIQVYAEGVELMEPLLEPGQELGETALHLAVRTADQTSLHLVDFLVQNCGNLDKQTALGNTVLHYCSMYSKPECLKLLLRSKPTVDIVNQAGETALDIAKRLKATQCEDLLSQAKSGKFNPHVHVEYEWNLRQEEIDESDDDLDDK
# NPR2 activator – GC-B (human) receptor activation; HEK293-GC-B cells, CNP EC30, cGMP TR-FRET; 0% at EC30 CNP, 100% saturating CNP; activation, % at 10 µM; P20594; 0.11% of 370,000 active;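 active = activation at 10 µM reaching about 35% in either raw or pattern-adjusted values, limit read from the data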
# NPR1 activator – GC-A (human) enzyme activation; P16066; AID 1671463; 0.14% of 370,000 active; activation, % at 10 µM; HEK293 GC-A cells, cGMP TR-FRET, EC30 ANP; 0% at EC30 ANP, 100% saturating ANP; in the data active = activation above about 40%
# ARFGAP1 inhibitor – rat ARFGAP1 inhibition | Q62848 | Arfgap1-stimulated ARF1 GTP hydrolysis, GDP FP detection | inhibition, % at 16.5 µM | 0.26% of 360,000 active;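 active = inhibition above a per-plate limit, mean inhibition of low control wells plus 3 SD, cut at about 25% in these data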;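 note: 0% = DMSO wells with enzyme and 100% = wells lacking Arfgap1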
# Target sequence (Q62848 1-136 limits assumed): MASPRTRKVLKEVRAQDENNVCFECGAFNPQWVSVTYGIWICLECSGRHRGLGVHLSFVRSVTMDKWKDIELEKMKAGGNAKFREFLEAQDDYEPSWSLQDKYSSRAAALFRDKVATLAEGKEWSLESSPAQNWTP
#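 Repeats: one replicate per compound; assay system: rat Arfgap1 catalytic domain, aa 1-136; times: enzyme reaction 120 min at 25 °C after 20 min preincubation; detection: FP of antibody-bound GDP Alexa 633 tracer, ex 620/em 688 nm; benchmarks: high control wells lacking Arfgap1, low control full reaction with DMSO; reagent: human ARF1(Δ1-17)-GTP substrate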
# The depositor's hits bear a star; . = not tested or not shown.
# Sequence of screens: KLK7 zymogen act, DDE Tn6 FP inh, ADAM10 inh, HGIII-sPLA2 inh, rCAG binder, FXN GAA850 act, ASAP1 GAP inh, NPR2 activator, NPR1 activator, ARFGAP1 inhibitor
CC(=O)N1c2ccc(S(=O)(=O)N3CCCC(C(=O)NCc4ccccc4)C3)cc2CC1C (stereo not given)
 : -0.8, 0.0, 3.6, -3.3, 3.2, -11.1, -1.9, 6.9, -1.2, 1.7
COc1ccc(CN2C(=O)C(CC(=O)NCc3cccc4ccccc34)CC(C(=O)N3CCOCC3)=C2C)cc1 (stereo not given)
 : 1.2, -0.8, -14.0, -3.9, 3.9, -1.4, -6.6, -6.0, -3.3, 7.5
CC(NC(=O)COC(=O)c1ccc2c(c1)OCO2)c1ccccc1 (stereo not given)
 : 0.2, -4.0, 9.5, 7.9, -3.2, 0.5, 9.3, 6.8, 1.2, -2.6
CC12CCC(c3c(CO)nn(-c4ccccc4)c31)C2(C)C (stereo not given)
 : -0.1, 4.1, 5.3, 7.3, -6.3, 1.5, -3.9, -0.4, 1.6, 8.6
S=C(Nc1ccccc1Cl)N1CCC(c2ccccc2)C1 (stereo not given)
 : -0.5, 0.6, 0.7, 6.8, 3.5, 3.8, -6.1, 0.6, 1.2, -0.6
Cc1cccc(C(=O)NCC(c2ccco2)N(C)C)c1 (stereo not given)
 : -0.2, -1.6, -10.7, -0.2, -1.5, 3.3, 0.6, -1.9, -0.2, -1.1
Cc1cccnc1NC(=O)CNC(=O)c1ccccc1
 : -0.2, 2.4, -12.0, 3.4, 1.9, 0.6, -12.0, -1.8, 4.1, 3.6
Nc1nc2c(ncn2[C@@H]2O[C@H](CNCc3ccc4ncccc4c3)[C@@H](O)[C@H]2O)c(=O)[nH]1
 : 0.1, 2.6, -3.0, 9.6, 3.7, ., 2.4, 13.3, 12.2, 8.0
CC(COc1ccccc1)N1CCC(CO)(CCc2ccccc2)CC1 (stereo not given)
 : -1.2, -12.5, -4.8, -13.8, -4.8, -2.6, 4.3, -20.7, -7.5, 2.6
CC(C)(C)C(=O)OC12CCCN(C1)/C(=C/c1ccccc1)C2 (stereo not given)
 : -0.3, -1.7, -13.2, 6.5, 2.5, ., ., 5.1, -2.0, .
Cc1ccc(O)c(-c2[nH]ncc2C(=O)c2ccc(Br)cc2)c1
 : 0.1, -7.8, -2.0, -33.0, 7.3, -0.2, -0.3, -9.7, -8.7, -10.9
Cc1nc2sc(C(c3cccc(F)c3)N3CCN(C(=O)c4ccco4)CC3)c(O)n2n1 (stereo not given)
 : -0.3, -4.9, 1.4, -5.2, -4.3, 1.5, 6.2, 6.8, 3.3, 2.0
CCn1c(CNC(=O)C(C)(C)C)nc2ccccc21
 : -0.3, -2.4, -7.9, 10.7, -1.7, 0.0, -3.1, 0.5, -0.7, -6.5
CCO[C@H]1OC(C(=O)NC2CC2)=C[C@@H](c2ccc(Br)cc2)[C@@H]1CCCO
 : -0.5, 8.5, 6.2, 9.6, -1.6, -1.8, 7.0, 5.8, -6.6, 11.4
CCn1cc(C(C)NC(=O)Nc2ccccc2C(=O)OC)c(C)n1 (stereo not given)
 : -0.4, 0.3, -51.1, 3.7, -5.2, 0.5, -12.8, -0.4, -4.4, -4.8
CC(C)(C)[C@@H]1COC(=O)[C@@H](Cc2ccc(F)cc2)C/C=C\C[C@H](CC(=O)N(CCO)Cc2ccccc2)C(=O)N1
 : -0.3, -0.3, 12.7, -19.4, -5.5, -0.2, -2.3, -2.7, -2.0, -8.6
CC(C)Cc1nc2sc3c(c2c(=O)n1N)CC(C)(C)OC3
 : -0.1, 4.3, -5.0, 0.7, -5.9, 0.5, -25.8, -7.5, -4.1, -7.8
O=C(Nc1ccc(S(=O)(=O)N2CCCC2)cc1)c1cccnc1Cl
 : -0.4, 5.1, -10.0, 8.0, -0.2, 1.5, 3.3, 8.3, 4.9, 11.6
Cc1ccsc1-c1nc(CSCC(=O)NCCN2CCCC2)c(C)o1
 : 1.0, -1.4, -68.0, -5.6, 2.1, 0.2, -14.1, 1.6, -4.4, 2.2
Cc1nc(SCC(=O)NNC(=O)c2ccc(F)cc2)c2ccccc2n1
 : 0.8, 1.2, -67.4, -6.5, 0.5, 2.0, -2.5, 2.8, 2.5, -12.3
COc1cccc(-n2c(SCC(N)=O)nnc2-c2c[nH]c3ccccc23)c1
 : -0.1, -3.1, -6.0, 18.2, 0.5, -0.7, 3.4, -14.1, -6.0, 10.1
COC(=O)C1(F)C(=O)NC(=O)NC1OC (stereo not given)
 : 0.8, -7.1, 8.2, -1.4, 1.5, ., -3.0, 3.9, 5.0, -5.3
CC(C)c1ccc(N2CCN(C(=O)c3ccccc3NC(=O)/C=C\C(=O)O)CC2)cc1
 : 0.2, 3.9, -16.9, 5.7, 3.0, -0.9, -8.3, 5.9, -1.5, -1.2
O=C(Cc1ccc([N+](=O)[O-])cc1)Nc1ccon1
 : 0.7, 4.5, -2.8, 0.4, 4.2, -0.2, 0.2, 3.3, 1.5, 11.7
CC12CCC(C(=O)N3CCN(Cc4ccccc4)CC3)(OC1=O)C2(C)C (stereo not given)
 : 0.4, 7.7, -5.6, -6.8, -6.9, 2.7, -6.9, -0.3, 2.7, -8.9
CC(C)Cc1nnc(NC(=O)CN2C(=O)c3ccccc3C2=O)s1
 : -0.9, 1.6, -2.0, -4.1, -2.1, 1.7, 9.0, -0.4, -1.0, -0.2
COC(=O)c1c(NC(=O)C2COc3ccccc3O2)sc2c1CCN(C(C)=O)C2 (stereo not given)
 : -0.6, -18.8, 6.7, -11.4, 5.1, 3.0, -6.2, 6.6, 10.9, -2.7
COc1ccc(CC(=O)Nc2ccc(NC(=O)c3ccccc3F)cc2)cc1
 : 0.8, 1.9, -2.6, 1.0, -1.6, 0.9, 12.1, -1.6, -1.7, 2.2
CCOC(=O)Cn1nnnc1CN1CCN(c2ccc(OC)cc2)CC1
 : -0.3, 3.7, 5.1, 4.4, -0.3, 1.0, -13.8, 0.1, -3.4, 0.1
OC(CCc1ccncc1)c1ccccc1 (stereo not given)
 : 0.2, -3.4, -0.1, 10.8, 4.6, 2.3, 4.0, 7.2, 2.2, 1.2
O=C(NCc1ccc(Cl)cc1)c1ccc2ccccc2n1
 : 0.3, 6.4, 6.1, -6.0, 1.3, 3.1, 7.3, 1.0, 2.3, -0.4
CC(C(=O)NCCS(=O)(=O)c1ccc(Cl)cc1)S(=O)(=O)c1ccccc1 (stereo not given)
 : 0.1, 3.9, 10.9, 7.1, 3.1, 0.5, -6.6, 2.3, -0.1, 4.5
CC(C)[C@H](NC(=O)c1ccc(Cl)cc1Cl)C(=O)NNC(=O)c1ccco1
 : 0.3, -0.7, 1.4, -0.6, 1.0, -3.2, -1.3, 0.8, -4.3, 4.0
CCOC(=O)C1=C(COC(=O)CNC(=O)c2ccccc2F)NC(=O)NC1C (stereo not given)
 : 1.0, -0.4, -1.5, -0.2, -3.8, 2.2, -8.9, -3.9, -4.2, -4.0
N#C/C(=C\c1ccc(-c2cccc(C(F)(F)F)c2)o1)C(=O)Nn1cnnc1
 : 0.7, -0.1, -10.5, 3.8, 27.9, -0.1, 8.7, 1.9, 6.0, -4.9
Nc1ccn([C@@H]2O[C@H](C(=O)N3CCCN(Cc4cccs4)CC3)[C@@H](O)[C@H]2O)c(=O)n1
 : 0.5, -3.4, 1.5, 2.2, 2.1, ., -10.8, -3.4, 0.1, -0.2
O=C(O)c1cc(/C=C/c2ccc(N3CCOCC3)cc2)nc2ccccc12
 : 10.5, -0.6, -74.1, -10.8, 13.8, 0.9, 10.1, -3.0, 14.2, 0.1
CC1CCN(S(=O)(=O)c2cccc(S(=O)(=O)N3CCOCC3)c2)CC1
 : 0.2, 1.8, -6.2, 1.0, -1.8, 1.0, 9.6, 6.2, 2.4, -4.3
CSc1ncccc1C(=O)OCc1c(F)cccc1Cl
 : -1.4, 3.5, 17.5, 2.0, -1.7, 5.1, -3.1, -1.9, -3.7, 4.4
CCCCC#CC(CC)NCc1ccc(OC)cc1OC (stereo not given)
 : ., 6.7, 5.6, -8.4, ., ., ., -22.9, -19.4, .
CC(C)(C)c1ccc(OCC(O)CS(=O)(=O)c2ccccn2)cc1 (stereo not given)
 : 0.8, 6.9, 0.6, -2.8, -6.1, 1.4, -14.8, 0.7, -5.7, 7.5
C=CCn1c(-c2cccn(Cc3ccc(Cl)cc3Cl)c2=O)n[nH]c1=S
 : 3.2, 2.1, -70.1, 11.3, 3.7, 2.9, 5.2, 3.9, 2.9, 1.9
CC(=O)Nc1sc2c(c1C#N)CCCCC2
 : 0.1, 3.6, 6.1, 1.5, -2.0, 1.2, -5.6, 3.0, 3.2, 10.3
Nc1ccc(C(=O)c2cccs2)cc1[N+](=O)[O-]
 : 0.6, 7.3, 1.9, 1.1, 5.3, 4.4, 6.3, -1.3, 3.4, -2.4
O=C(NCc1ccccc1)c1ccco1
 : -0.1, -3.1, -3.3, -1.9, -0.3, -0.1, -7.0, -9.4, 0.3, -8.5
Cc1ccc(-c2nnc(SCC(=O)NC3CCCC3)n2C)cc1
 : -0.1, -2.5, -2.0, 18.2, -2.5, -0.8, 6.4, 3.7, 3.8, 3.8
COC(=O)c1ccccc1NC(=O)C1CCN(c2ncnc3c2nc2n3CCCCC2)CC1
 : -0.6, -0.7, 0.6, 1.6, -2.0, 1.9, -14.3, -1.3, -3.5, 2.1
S=C(N/N=C/c1ccccc1Cl)Nc1ccccc1
 : 0.0, -2.5, 10.3, 13.1, 3.5, 2.1, -1.2, -1.8, -6.3, 0.5
C=CCOc1c(/C=N\NC(N)=O)cccc1OC
 : 0.0, 8.5, -3.0, 18.9, -2.9, -0.2, 5.0, -1.2, 0.5, 1.9
CC(C)=NNc1nc(-c2ccccc2)cs1
 : -0.3, -5.7, -5.3, -2.4, 9.8, 0.9, 13.1, 1.9, 0.5, -3.3
Cc1c(OCC(=O)NCc2cccnc2)ccc2c3c(c(=O)oc12)CCCC3
 : -0.7, 2.2, -19.6, 4.2, -0.7, -0.3, 0.7, -11.0, 2.8, 0.1
Cc1nc2ccc(S(=O)(=O)NCC(=O)N3CCCC(C)C3)cc2s1 (stereo not given)
 : 0.1, -3.4, 1.6, 5.2, 0.8, -0.3, -1.8, 6.6, 1.8, 7.3
Cc1ccc(C)c(NC(=O)CN(C)C(=O)c2cc3ccccc3oc2=O)c1
 : -0.4, 4.0, -34.7, -2.6, 5.0, 0.4, 3.2, -5.9, -2.0, -10.1
Cc1ccc(NC(=O)N2CCCC2C(=O)Nc2ccc(-n3cnnn3)c(C)c2)cc1 (stereo not given)
 : -0.4, -2.8, 4.7, -9.4, 0.8, -3.0, 9.0, 8.0, 3.1, -9.4
CC(C)CCn1nnnc1C(c1ccccc1F)N1CCC(C(N)=O)CC1 (stereo not given)
 : -0.4, -3.6, 0.9, -1.0, -6.8, -0.1, -7.3, -0.9, 1.0, 3.7

# Only KLK7 zymogen act (3 entries from above):
smiles | KLK7 zymogen act
CC(=O)Nc1sc2c(c1C#N)CCCCC2 | 0.1
Nc1ccc(C(=O)c2cccs2)cc1[N+](=O)[O-] | 0.6
O=C(NCc1ccccc1)c1ccco1 | -0.1

# Screens as filed in PubChem BioAssay.
